697 NFkB inh – lowers PMA/ionomycin-induced NF-kB signal in 697 B cells | 697 B-cell NF-kB luciferase reporter, 16 h | inhibition, % at 4 µM | 330,000 compounds, 0.33% hits; in the data active means inhibition above about 35%
Jurkat NFkB inh – lowers PMA/ionomycin-induced NF-kB signal in Jurkat cells. PMA/ionomycin-induced NF-kB luciferase reporter, luminescence. inhibition, % at 4 µM. 330,000 compounds, 0.53% hits
SENP8 block – SENP8 protease inhibition. purified SENP8, Z-RLRGG-aminoluciferin cleavage, luminescence. 330,000 compounds, 1.2% hits. inhibition, % at 10 µM
Apaf-1 inh – inhibitors of human Apaf-1 apoptosome | O14727 | reconstituted apoptosome caspase-3 activity, DEVD-Rh110 fluorescence | inhibition, % at 20 µM | 330,000 compounds, 0.71% hits; active means inhibition of at least 40% at 20 µM;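 further: plate controls were DMSO wells for no effect and DEVD-CHO caspase inhibitor wells for full effect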
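Material: reconstituted apoptosome with Apaf-1, cytochrome c, caspase-9, procaspase-3, dATP. Technique: Rh110 fluorescence intensity. Buffer or medium: pH 7.5 Hepes buffer with CHAPS, BSA, DTT. Times: 30 min plus 50 min, RT.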
CCR6 antag – antagonists of human CCR6 receptor | P51684 | CHO-K1 CCR6 PathHunter beta-arrestin, luminescence, CCL20-stimulated | inhibition, % at 20 µM | 340,000 compounds, 0.49% hits | AID 493098;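 active means compounds whose inhibition of the agonist-driven luminescence signal at 20 µM reaches about 50%, limit read from the data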;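 further: cells stimulated with CCL20 at 14 nM final; plate controls were DMSO with CCL20 for no effect and DMSO without agonist for full effect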
Target sequence (P51684 whole entry, looked up): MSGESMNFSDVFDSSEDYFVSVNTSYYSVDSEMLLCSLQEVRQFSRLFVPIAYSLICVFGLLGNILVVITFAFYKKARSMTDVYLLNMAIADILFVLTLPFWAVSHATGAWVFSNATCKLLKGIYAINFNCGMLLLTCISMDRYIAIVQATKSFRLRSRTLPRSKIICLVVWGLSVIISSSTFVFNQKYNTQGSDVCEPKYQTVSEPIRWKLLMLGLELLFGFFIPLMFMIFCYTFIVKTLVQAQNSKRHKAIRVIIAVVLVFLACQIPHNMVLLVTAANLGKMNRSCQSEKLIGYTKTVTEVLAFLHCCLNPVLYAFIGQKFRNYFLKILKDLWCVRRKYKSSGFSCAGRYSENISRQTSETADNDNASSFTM
EBI2 antag – EBI2 (human) antagonism | AID 651636 | inhibition, % at 5 µM | P32249 | EBI2 beta-arrestin recruitment, luminescence, 7a,25-OHC stimulated | 360,000 compounds, 0.81% hits; in the data active means inhibition above about 38%;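 further: enzyme fragment complementation signal reports receptor beta-arrestin coupling in cells; 0% = agonist plus DMSO wells and 100% = wells without agonist; some results beyond the cut were filed as inactive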
Target sequence (P32249 whole entry, looked up, the tested form may be a part): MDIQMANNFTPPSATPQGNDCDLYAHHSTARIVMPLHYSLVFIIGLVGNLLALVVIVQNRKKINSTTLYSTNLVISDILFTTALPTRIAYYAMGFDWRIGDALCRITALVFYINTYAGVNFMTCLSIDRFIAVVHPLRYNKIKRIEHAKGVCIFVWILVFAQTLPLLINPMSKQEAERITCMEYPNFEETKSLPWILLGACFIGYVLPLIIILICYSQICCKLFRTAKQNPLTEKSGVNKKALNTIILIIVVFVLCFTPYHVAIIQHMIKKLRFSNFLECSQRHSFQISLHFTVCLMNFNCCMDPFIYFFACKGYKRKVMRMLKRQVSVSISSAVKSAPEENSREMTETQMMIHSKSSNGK
Gli-Sufu block – antagonists of Gli-Sufu signaling; Sufu-KO-LIGHT fibroblasts, Gli luciferase reporter luminescence; inhibition, % at 5 µM; 340,000 compounds, 0.74% hits;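 active means inhibition above about 55%, limit read from the data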;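 further: 0% = DMSO-treated cells and 100% = wells with medium but no cells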
UBC13 inh – inhibitors of human UBC13 polyubiquitin chain formation; 330,000 compounds, 0.47% hits; inhibition, % at 20 µM; TR-FRET; P61088; in the data active means inhibition above about 45%, passing the limit was not always enough
Target sequence (P61088 whole entry, looked up): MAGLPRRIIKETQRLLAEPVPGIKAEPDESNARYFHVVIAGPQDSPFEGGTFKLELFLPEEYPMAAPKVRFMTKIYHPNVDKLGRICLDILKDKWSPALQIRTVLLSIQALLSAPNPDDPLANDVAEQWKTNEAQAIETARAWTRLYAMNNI
* marks the source's active call; other numbers are inactive results; x = not tested or not shown. Unless noted, no stated cut-off is given here; in the data, active means inhibition above about 50%; inactive means the rest.

SMILES	697 NFkB inh	Jurkat NFkB inh	SENP8 block	Apaf-1 inh	CCR6 antag	EBI2 antag	Gli-Sufu block	UBC13 inh
O=C1CC(c2ccco2)Cc2c1cnn2-c1nc2ccccc2s1 (stereo unspecified)	-12	3	-8	0	8	-7	-10	8
CN1CCN(Cc2cn[nH]c2-c2ccc(F)cc2F)[C@@H](c2ccccc2)C1	10	10	-2	9	5	11	9	11
CCOc1ccccc1NC(=O)CCc1c(C)nn(-c2ccc(N3CCCCC3)nn2)c1C	-8	-20	7	19	13	-8	7	-10
Nc1cc(C(=O)OCC(=O)NNC(=O)c2cccs2)ccc1Cl	-3	18	-5	-6	-7	-18	0	1
O=C(O)C1=C[C@H](C2CC2)C[C@H](OCCCCO)O1	4	-5	-2	-4	-2	-33	-9	-1
COc1ccc(Cc2nnc(NC(=O)C3CC(=O)N(CCc4ccc(F)cc4)C3)s2)cc1OC (stereo unspecified)	16	6	-2	7	7	4	-11	0
COc1cc(/C=C2\C(=N)N3N=C(S(C)(=O)=O)SC3=NC2=O)ccc1OC(=O)c1ccco1	7	4	-3	-6	17	-1	4	-18
S=c1[nH]nc(C2CCCCC2)n1/N=C/c1ccncc1	14	-2	4	4	8	-1	-17	-2
COc1cccc(-n2c(SCC(=O)O)nnc2-c2cccnc2)c1	-1	9	2	-22	9	7	0	2
COc1ccc(Cn2c(C)ccc2C)cc1	-14	9	-3	13	12	0	0	-10
CC1CCc2cc(F)ccc2N1C(=O)CSc1nnc2c3ccccc3n(C)c2n1 (stereo unspecified)	-40	9	-6	12	19	9	14	-10
O=C(Nc1cccc(C2OCCCO2)c1)c1cccs1	-9	0	-2	-4	16	1	-4	2
COC(Cc1nnc(SC)n1-c1ccccc1)OC	11	14	-6	-8	11	-8	5	9
Cc1cc(Cl)c2oc(C(=O)N3CCN(c4cccc(C)n4)CC3)c(C)c2c1	-112	-79	6	17	-5	2	-9	4
COc1ccc(CSCCNC(=S)Nc2ccccc2)cc1Cl	1	-13	-8	18	18	12	-1	8
COc1ccc(N=C2SCC(=O)N2Cc2ccccc2)cc1	-14	-10	-7	4	16	8	-3	-34
CCN(CC)C(=O)C(=O)c1ccn(-c2c(C)csc2C(=O)OC)c1	3	-15	5	-4	13	0	-5	2
CC(C)(C)OC(=O)N[C@H](C(=O)OC(C)(C)C)c1ccc(Br)cc1	9	12	5	14	27	1	1	8
CCC(C)(C)C1CCc2[nH]nc(C(=O)O)c2C1 (stereo unspecified)	1	7	2	8	7	-9	-19	-11
COCCCNc1cc(C)nc2ccccc12	-10	-21	-6	7	-2	-14	8	-18
CCCNC(=O)C1CCC(CNS(=O)(=O)c2ccc3c(c2)CC(C)N3C(C)=O)CC1 (stereo unspecified)	3	-15	-6	5	14	-1	24	-8
CCn1c(N2CCN(CC(=O)c3c(C)n(C)c4ccccc34)CC2)nc2c1c(=O)[nH]c(=O)n2C	13	-7	10	5	-10	-4	7	3
CCN(CC)S(=O)(=O)c1ccc(NS(=O)(=O)c2ccc(O)c([N+](=O)[O-])c2)cc1	22	3	0	2	17	-5	-8	3
O=C(CN1CCCC1)Nc1nnc(-c2cccs2)s1	-14	-12	-3	-21	15	-8	25	2
Cc1ccc(-c2nn(CCC#N)cc2C=C(C#N)C#N)cc1	-6	2	-12	9	12	-5	-3	1
Cc1[nH]nc2ncc(C(=O)c3cc(Cl)cc(Cl)c3O)cc12	9	0	0	-5	14	5	-1	-13
Cc1cc(C(=O)N/N=C2\CC(=O)CC(C)(C)C2)c2ccccc2n1	3	1	0	1	6	14	-6	0
COc1cc(/C=N/Nc2ccc(C(=O)O)cc2)ccc1O	-105	-60	96*	-17	-7	-6	-13	-4
COc1cc(C(=O)NC23CC4CC(CC(C4)C2)C3)cc(OC)c1OC	6	0	7	6	13	9	x	-4
O=C(O)CSCC(=O)NCc1ccccc1Cl	4	-11	-8	-5	7	-12	-6	-21
Cc1ccc(C)c(OCCCN2CCCC2)c1	23	-5	2	-13	-8	-7	13	-1
O=C(CCl)Nc1nc(-c2ccco2)c(-c2ccco2)s1	-2	-3	-12	12	-1	-7	0	1
CC(=O)c1ccc(S(=O)(=O)N2CCN(C(=O)c3ccc(COc4ccccc4)o3)CC2)cc1	-26	17	-12	4	6	10	20	2
OC(COCCOc1ccc(Br)cc1)CN1CCN(Cc2ccccc2)CC1 (stereo unspecified)	-3	7	0	-2	-5	4	13	15
Cc1ccc(S(=O)(=O)N2CCN(S(=O)(=O)c3cccs3)CC2)cc1	0	5	0	-7	-4	6	-5	1
CCCCN(CC)Cc1ccc(CNC(=O)Nc2ccc(F)cc2)o1	7	3	3	-9	2	10	4	2
O=C(Nc1cccc(Cl)c1)c1ccc(-n2cncn2)c([N+](=O)[O-])c1	14	-10	-3	17	6	-2	6	-5
CCC(C)NC(C(=O)Nc1ccc(Cl)c([N+](=O)[O-])c1)c1ccccc1 (stereo unspecified)	10	6	-8	6	11	2	9	-3
Nc1nnc(SCc2ccc([N+](=O)[O-])cc2)s1	-12	6	0	-3	9	-24	-11	1
CC(=O)Oc1ccc(N2C(=O)C3C4C=CC(CC4)C3C2=O)cc1[N+](=O)[O-] (stereo unspecified)	-2	-5	-11	8	10	3	39	-44

Reprinted at random: five entries already listed.
SMILES	697 NFkB inh	Jurkat NFkB inh	SENP8 block	Apaf-1 inh	CCR6 antag	EBI2 antag	Gli-Sufu block	UBC13 inh
Nc1cc(C(=O)OCC(=O)NNC(=O)c2cccs2)ccc1Cl	-3	18	-5	-6	-7	-18	0	1
COc1ccc(CSCCNC(=S)Nc2ccccc2)cc1Cl	1	-13	-8	18	18	12	-1	8
CC(C)(C)OC(=O)N[C@H](C(=O)OC(C)(C)C)c1ccc(Br)cc1	9	12	5	14	27	1	1	8
COCCCNc1cc(C)nc2ccccc12	-10	-21	-6	7	-2	-14	8	-18
COc1ccc(Cn2c(C)ccc2C)cc1	-14	9	-3	13	12	0	0	-10

Continued.
SMILES	697 NFkB inh	Jurkat NFkB inh	SENP8 block	Apaf-1 inh	CCR6 antag	EBI2 antag	Gli-Sufu block	UBC13 inh
Cc1ccc(SCC(=O)Nc2nncs2)cc1	10	1	0	-6	18	7	7	-4
O=C(NC(=O)c1ccc(Cl)cc1)OC1CCCCC1	-20	-17	-15	-8	-1	22	2	-7
CCCNc1nc(C)cc(-c2cc(C(=O)NC3CCCC3)on2)n1	5	10	-5	5	4	-13	10	-6
CC(C)Oc1ccccc1/C=N/NC(=O)C1CCCC1	11	12	2	-2	6	-25	-12	3
CCN(CC)c1ccc(NC(=O)CN2CCN(CC(=O)Nc3ccc(OC)cc3)CC2)cc1	-18	-3	-8	7	4	12	-3	-1
CCOC(=O)c1ccccc1NC(=O)c1ccc2nccnc2c1	12	-11	1	22	-9	-6	3	-23
CCCN1CCN(CCCNC(=O)c2cc3c(s2)-c2c(C)cccc2OC3)CC1	-10	-3	8	18	14	-3	37	49*
Cc1ccccc1N1CCN(C(=S)c2ccc(-c3ccc([N+](=O)[O-])cc3)o2)CC1	-12	-14	-10	4	6	6	-1	-24
COc1cccc(NC(=O)c2ccc(S(=O)(=O)N(C)C)cc2)c1	-27	-1	-12	-7	12	26	-8	-14
Cc1ccc(-n2c(SCC(=O)Nc3cccc(C)c3)nc3c(oc4ccccc43)c2=O)cc1	9	21	5	11	x	x	x	-5
N#C/C(C(=O)NCc1ccco1)=C1/SC(Cc2ccc(F)cc2)C(=O)N1c1ccccc1 (stereo unspecified)	12	10	4	15	-15	-2	8	3
Cc1ccc(C(C)(C)NC(=O)C2CCC(=O)N(C3CCCCCC3)C2)cc1 (stereo unspecified)	-67	-61	11	3	6	1	6	2
O=C1N=C(N2CCOCC2)S/C1=C\c1ccncc1	-20	-11	8	-19	-10	-8	-6	-8
c1ccc(Cn2ccc(-c3cnc(-c4ccccc4)s3)n2)cc1	-192	-154	64*	25	18	14	-74	11
S=c1nc(-c2ccc(Br)cc2)oc2c1CCCC2	-103	-62	-22	11	41	8	-12	-8
CC1CN(c2ccc(Cl)cc2[N+](=O)[O-])CCN1S(C)(=O)=O (stereo unspecified)	16	-8	-4	2	9	3	13	-2
CC(C)N(Cc1nc(-c2ccccc2)no1)C(=O)CN(C)S(=O)(=O)c1ccc(Br)cc1	-5	3	4	15	21	19	4	4
NC(=O)c1cc(-c2ccccc2)sc1NC(=O)CN1CCCCC1	-25	-47	-8	17	16	22	14	-16
O=C(CSc1nnc(CCCOc2ccc(Cl)cc2Cl)o1)Nc1ccc(C(=O)O)cc1	6	-6	-4	9	7	0	4	-5
O=C(NNC(=O)c1ccccc1Br)c1ccc(SCC2CCCO2)c([N+](=O)[O-])c1 (stereo unspecified)	3	10	-15	-8	28	1	-5	12

Rewritten as labelled records: entries from further up
Structure: COc1ccc(CSCCNC(=S)Nc2ccccc2)cc1Cl
  697 NFkB inh: 1; Jurkat NFkB inh: -13; SENP8 block: -8; Apaf-1 inh: 18; CCR6 antag: 18; EBI2 antag: 12; Gli-Sufu block: -1; UBC13 inh: 8
Structure: COc1ccc(N=C2SCC(=O)N2Cc2ccccc2)cc1
  697 NFkB inh: -14; Jurkat NFkB inh: -10; SENP8 block: -7; Apaf-1 inh: 4; CCR6 antag: 16; EBI2 antag: 8; Gli-Sufu block: -3; UBC13 inh: -34

(more compounds)
SMILES	697 NFkB inh	Jurkat NFkB inh	SENP8 block	Apaf-1 inh	CCR6 antag	EBI2 antag	Gli-Sufu block	UBC13 inh
CCOC(=O)c1c(C)[nH]c(C(=O)OCC(=O)Nc2ccc(Cl)cn2)c1C	8	17	10	-6	7	7	1	-21
CSCC(C)N1CCC(n2nccc2NC(=O)CCc2ccccc2)CC1 (stereo unspecified)	15	4	10	-2	-1	10	15	6
COc1cccc(NC(=S)N(Cc2cccc(Br)c2)CC2CCC(C(=O)O)CC2)c1 (stereo unspecified)	19	-1	3	5	8	-3	4	-16
Cc1cccc(NC(=O)c2ccc(OCc3c(C)noc3C)cc2)n1	5	10	-2	16	8	16	-7	11
OCCC1CN(Cc2ccc(F)cc2Cl)CCN1CCc1ccccc1 (stereo unspecified)	0	6	1	2	18	2	32	-1
O=c1ccc2cc([N+](=O)[O-])c(CCO)cc2o1	-3	-3	-4	4	-1	-4	-8	-13
COc1ccc(N(CC(=O)N2CCc3ccccc32)S(=O)(=O)c2c(C)nn(C)c2C)cc1	-16	3	-7	8	-1	2	-2	4

Assay outcomes as filed in PubChem BioAssay.

Not all compounds are listed; count on the stated rates, not on these rows.
